Assay outcomes as filed in PubChem.
P. falciparum M1AAP: malaria alanyl aminopeptidase activity blockers – biochemical, fluorogenic H-Leu-NHMec substrate, 1536-well (AID 1445); recombinant M1AAP, H-Leu-NHMec fluorogenic kinetic assay; higher % means a stronger effect; one-dose inhibition, % at 30 µM; IC50 in µM for titrated hits; 220,000 tested, 0.42% active;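 active = primary inhibition above the hit cutoff, then over 50% inhibition at one or more dose response concentrations, cut at about 23% in these data, passing the limit was not always enough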;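 note: plate controls were DMSO full reaction for no effect and no enzyme background for full effect; strong numbers were not always called active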
TNAP activators: stimulation of alkaline phosphatase TNAP activity – biochemical, luminescent, no phosphate acceptor, uHTS, primary screen (AID 1001) | purified TNAP, luminescent activation assay, no phosphate acceptor; higher activation fold means a stronger effect | activation fold at 20 µM; hits with a dose series show EC50 in µM | 200,000 tested, 0.03% active; in the data active = activation fold from about 3, or a potency from the dose series; inactive = the rest, 99 in 100 with activation fold below about 1.6; note: many of its hits are not listed in these tables
P. falciparum M17LAP: P. falciparum M17LAP inhibitors, primary screen, biochemical, fluorogenic H-Leu-NHMec substrate, 1536-well (AID 1619). recombinant M17LAP, H-Leu-NHMec fluorogenic kinetic assay; higher % means a stronger effect. inhibition, % at 30 µM, or IC50 in µM where a hit was titrated. 220,000 tested, 0.38% active;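 active = compound inhibiting the enzyme by more than half at any dose during confirmatory dose-response retesting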;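 note: plate controls were full reaction with DMSO carrier for no effect and no enzyme background for full effect; strong numbers were not always called active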
human PMI inhibition: MPI enzyme activity inhibition – biochemical, fluorescence intensity, coupled assay, primary screen (AID 1209); purified PMI enzyme, coupled fluorescence intensity; higher % means a stronger effect; inhibition, % at 20 µM, or IC50 in µM where a hit was titrated; 190,000 tested, 0.42% active;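 note: plate controls were DMSO vehicle for no effect and wells lacking substrate for full effect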
PMI inhibition: human PMI inhibitors, high substrate, primary screen, biochemical, fluorescence intensity, high mannose 6-phosphate (AID 1220). recombinant PMI enzyme, coupled fluorescence intensity; higher % means a stronger effect. one-dose inhibition, % at 20 µM; IC50 in µM for titrated hits. 190,000 tested, 0.66% active
Myeloid diff 2: myeloid differentiation induction; 360,000 tested, 1% active; ER-HoxA9 myeloid progenitors, lysozyme-GFP differentiation, flow cytometry; calls only at 10 µM;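 active = normalized GFP-positive differentiation at or above the plate's own cutoff, the solvent-only control mean plus 3 SD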;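 note: cells exposed to compound for four days before flow analysis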
XIAP displacement: XIAP antagonists, biochemical, IAP family, fluorescence polarization (AID 1018). XIAP BIR domain, fluorescence polarization peptide displacement; higher % means a stronger effect. displacement, % at 20 µM; hits with a dose series show IC50 in µM. 200,000 tested, 0.007% active; in the data active = displacement above about 50%; note: a part of the inactive calls stands beside numbers as strong as those of hits
ER stress rescue: rescue of cells from ER stress-induced death, primary screen, 384-well, CSM14.1, thapsigargin, ATP luminescence (AID 1222); 190,000 tested, under 10 active; cellular ATP content (survival), % at 20 µM, or EC50 in µM where a hit was titrated; CSM14.1 thapsigargin-induced death rescue, ATP luminescence; higher % means a stronger effect;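 active = EC50 below 50 µM in the dose-response confirmation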;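 note: death triggered by thapsigargin at about 15 µM added after 2 h compound pretreatment; cell ATP read after overnight thapsigargin exposure of roughly 18 to 22 hours; normalized against plate controls of thapsigargin alone and 5% DMSO vehicle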
LYP phosphatase: inhibitors of LYP phosphatase, biochemical, fluorescence intensity, uHTS (AID 1779); recombinant LYP phosphatase, fluorescence intensity; higher % means a stronger effect; 290,000 tested, 0.054% active; one-dose inhibition, % at 11.5 µM; IC50 in µM for titrated hits;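 note: plate controls were vehicle with enzyme for no effect and no enzyme for full effect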
Myeloid diff 2 GFP+ MAC1+ %: recorded beside Myeloid diff 2, whose call it bears; GFP+ MAC1+ double positive, %; measured here: differentiation confirmed by MAC1 staining
Starred values were filed as active, the others as inactive; i = inactive; . = no result given. Cut-off read from the data, not from the text of the source, unless noted: active = inhibition above about 50%; inactive = the rest.

Below each SMILES – P. falciparum M17LAP	P. falciparum M1AAP	ER stress rescue	LYP phosphatase	human PMI inhibition	XIAP displacement	Myeloid diff 2 GFP+ MAC1+ %	PMI inhibition	Myeloid diff 2	TNAP activators
Cc1nc2ccccc2c2oc(C(=O)NCCN3CCCCC3C)cc12 (stereo not drawn)
    3%	-2%	.	-4%	7%	-0.5%	1.2	10%	i	1.2
Cc1cccc(NC(=O)c2ccc3c(Cl)c4c(nc3c2)CCCC4)n1
    -6%	-3%	.	3%	1%	-5.2%	0.5	10%	i	1.1
CCOc1ccccc1Nc1nnc(SCC(=O)Nc2cccc(S(=O)(=O)NC3=NCCCCC3)c2)s1
    8%	14%	-2.7%	-3%	5%	-7.5%	2.7	14%	i	1.2
O=[N+]([O-])c1ccc(Cl)cc1Sc1cccc2cccnc12
    -10%	0%	5.6%	-1%	-5%	-0.5%	1.6	-5%	i	1.1
Cc1ccc(-n2nc3c(n2)/C(=N/O)CC/C3=N\O)cc1
    7%	2%	-4.7%	-1%	8%	-8.6%	0.7	11%	i	1
CCN(CC)C(=O)CSc1nnc(-c2cccc(OC)c2)o1
    0%	9%	-4.5%	-8%	2%	2.6%	0.6	-10%	i	1.1
CN(C)CCNc1ncnc2ccccc12
    0%	-6%	-1.4%	-6%	12%	-0.1%	0.7	1%	i	1
O=C(Nc1ccc(O)cc1)c1c(O)c2c([nH]c1=O)CCCC2
    2%	6%	-1.6%	0%	-1%	-8.4%	0.6	1%	i	1.3
COCCNc1c2c(nc3c(-c4ccccc4)c(C)nn13)CCCC2
    9%	9%	3.6%	-2%	3%	-1.7%	5.6	-2%	i	1.1
O=C(CN1C(=O)c2ccccc2S1(=O)=O)N1CCN(c2ccc(F)cc2)CC1
    5%	3%	-1.6%	-4%	7%	1.7%	1.4	6%	i	1.1
COc1ccc(/C=C2\CCc3c2nc2ccccc2c3C(=O)O)cc1OC
    8%	10%	.	-8%	.	.	0.8	.	i	.
C/C(=N\NS(=O)(=O)c1ccc(C)cc1)c1ccc(C)o1
    -4%	0%	1.0%	-4%	4%	-2.9%	1.0	3%	i	1.1
c1cc(-c2cccs2)nc(-c2cccs2)c1
    -2%	5%	1.4%	-1%	8%	1.2%	0.4	7%	i	1.1
Cc1cccc(-n2c(C)cc(/C=N/O)c2C)c1
    15%	5%	-2.1%	4%	0%	-1.4%	0.7	-6%	i	0.8
Cn1c(=O)c2c(nc(NCC3CCCO3)n2C)n(C)c1=O (stereo not drawn)
    -2%	-2%	-3.0%	0%	11%	0.5%	4.4	10%	i	1.1
Nc1nonc1C(=O)NCCNS(=O)(=O)c1ccc(Br)cc1
    4%	-9%	-1.6%	-2%	6%	1.1%	2.6	8%	i	1.1
c1ccc(Cn2nnnc2C(c2cccs2)N2CCOCC2)cc1 (stereo not drawn)
    2%	5%	2.1%	-14%	-2%	-5.0%	0.8	-17%	i	1.1
CCOC(=O)N/N=C\C=C\c1ccc2c(c1)OCO2
    8%	10%	-0.4%	3%	4%	-22%	0.1	-4%	i	1.1
CC1COC(=O)C(NNc2ccc(Cl)c(Cl)c2)=N1 (stereo not drawn)
    -3%	-3%	1.5%	4%	-27%	-4.1%	0.5	-27%	i	1.2
CC1(C)C2CCC1(C(=O)O)c1nc3ccccc3nc12 (stereo not drawn)
    19%	9%	-3.0%	-3%	-16%	-5.8%	0.1	-15%	i	1.1
Nc1ccc2oc(C3CCCCC3)nc2c1
    9%	12%	-1.2%	-10%	28%	-12%	0.4	64%*	i	1.1
COc1ccc(N=C2SC(C(=O)Nc3ccc(C(=O)O)cc3)CC(=O)N2Cc2cccs2)cc1 (stereo not drawn)
    15%	1%	.	1%	.	.	0.4	.	i	.
COc1ccc(C=O)cc1COc1ccc(F)cc1F
    2%	8%	-0.9%	-4%	16%	-5.2%	0.5	12%	i	1.1
Cc1ccc(CN2CCN(CC(=O)N/N=C/c3ccc(C)o3)CC2)cc1
    10%	3%	.	-2%	.	.	0.7	.	i	.
Cc1ccc(CN(Cc2ccccc2)C(=S)NCC(=O)NCc2cccnc2)o1
    10%	5%	.	-2%	18%	-4.7%	0.7	4%	i	1.4
CCOC(=O)c1cnc(-c2ccccc2)nc1N1CCOCC1
    1%	2%	.	-5%	8%	-4.6%	0.4	5%	i	1.1
CCCC(=O)Nc1ccc(C(=O)Nc2ccc([N+](=O)[O-])cc2OC)cc1
    -6%	-1%	-1.1%	-5%	-21%	-8.6%	0.4	18%	i	1
O=C1C2C(C(=O)N1/N=C/c1cccc([N+](=O)[O-])c1)C1C=CC2C12CC2 (stereo not drawn)
    18%	9%	-1.4%	52%*	8%	-4.8%	0.3	10%	i	1
O=C(NCc1ccc(F)cc1)C1Cc2ccccc2CN1C(=O)c1ccco1 (stereo not drawn)
    -12%	1%	-0.9%	-8%	-1%	-5.1%	0.2	4%	i	1.1
O=C(Nc1ccccc1C(=O)N1CCOCC1)c1ccc(Cl)cc1
    10%	9%	-0.4%	3%	2%	0.1%	0.3	2%	i	1.1

Exported in markdown: entries from further up
| structure | P. falciparum M17LAP | P. falciparum M1AAP | ER stress rescue | LYP phosphatase | human PMI inhibition | XIAP displacement | Myeloid diff 2 GFP+ MAC1+ % | PMI inhibition | Myeloid diff 2 | TNAP activators |
| --- | --- | --- | --- | --- | --- | --- | --- | --- | --- | --- |
| Cc1nc2ccccc2c2oc(C(=O)NCCN3CCCCC3C)cc12 (stereo not drawn) | 3% | -2% | . | -4% | 7% | -0.5% | 1.2 | 10% | i | 1.2 |
| Cc1cccc(NC(=O)c2ccc3c(Cl)c4c(nc3c2)CCCC4)n1 | -6% | -3% | . | 3% | 1% | -5.2% | 0.5 | 10% | i | 1.1 |
| CCOc1ccccc1Nc1nnc(SCC(=O)Nc2cccc(S(=O)(=O)NC3=NCCCCC3)c2)s1 | 8% | 14% | -2.7% | -3% | 5% | -7.5% | 2.7 | 14% | i | 1.2 |
| O=[N+]([O-])c1ccc(Cl)cc1Sc1cccc2cccnc12 | -10% | 0% | 5.6% | -1% | -5% | -0.5% | 1.6 | -5% | i | 1.1 |
| Cc1ccc(-n2nc3c(n2)/C(=N/O)CC/C3=N\O)cc1 | 7% | 2% | -4.7% | -1% | 8% | -8.6% | 0.7 | 11% | i | 1 |
| CCN(CC)C(=O)CSc1nnc(-c2cccc(OC)c2)o1 | 0% | 9% | -4.5% | -8% | 2% | 2.6% | 0.6 | -10% | i | 1.1 |
| CN(C)CCNc1ncnc2ccccc12 | 0% | -6% | -1.4% | -6% | 12% | -0.1% | 0.7 | 1% | i | 1 |
| O=C(Nc1ccc(O)cc1)c1c(O)c2c([nH]c1=O)CCCC2 | 2% | 6% | -1.6% | 0% | -1% | -8.4% | 0.6 | 1% | i | 1.3 |
| COCCNc1c2c(nc3c(-c4ccccc4)c(C)nn13)CCCC2 | 9% | 9% | 3.6% | -2% | 3% | -1.7% | 5.6 | -2% | i | 1.1 |
| O=C(CN1C(=O)c2ccccc2S1(=O)=O)N1CCN(c2ccc(F)cc2)CC1 | 5% | 3% | -1.6% | -4% | 7% | 1.7% | 1.4 | 6% | i | 1.1 |
| COc1ccc(/C=C2\CCc3c2nc2ccccc2c3C(=O)O)cc1OC | 8% | 10% | . | -8% | . | . | 0.8 | . | i | . |
| C/C(=N\NS(=O)(=O)c1ccc(C)cc1)c1ccc(C)o1 | -4% | 0% | 1.0% | -4% | 4% | -2.9% | 1.0 | 3% | i | 1.1 |

Following part.
Below each SMILES – P. falciparum M17LAP	P. falciparum M1AAP	ER stress rescue	LYP phosphatase	human PMI inhibition	XIAP displacement	Myeloid diff 2 GFP+ MAC1+ %	PMI inhibition	Myeloid diff 2	TNAP activators
O=C(COC(=O)c1cnccn1)NCCc1ccccc1
    3%	-2%	0.1%	-2%	-4%	-4.9%	0.5	-2%	i	1.2
Cc1ccccc1OCCn1c(=O)sc2ccccc21
    3%	-12%	-4.4%	-2%	10%	1.6%	1.2	4%	i	1.1
O=C(O)CC12CSc3[nH]c(=O)sc3C1c1ccccc1OC2=O (stereo not drawn)
    -33%	6%	0.5%	-5%	11%	-6.6%	.	3%	.	1.1
CCOc1ccccc1Oc1coc2cc(OCC(=O)O)ccc2c1=O
    -2%	0%	0.1%	5%	0%	2.3%	0.1	-1%	i	1.1
O=C(N/N=C\c1ccccn1)C1COc2cc3ccccc3cc2O1 (stereo not drawn)
    4%	1%	-0.6%	-12%	8%	-8.1%	0.4	9%	i	1
O=C(Nc1nnc(SCc2ccc(Cl)cc2)s1)c1ccco1
    2%	1%	-0.5%	-4%	-9%	-4.6%	4.4	-5%	i	1.1
Nc1nonc1C(=O)N/N=C/c1cc(Br)ccc1O
    6%	3.5µM*	-1.3%	-5%	-2%	-7.1%	.	-13%	.	1.4
COc1nc(C)nc(C)c1Oc1ccc(Cl)cc1Cl
    -5%	3%	.	-8%	.	.	0.2	.	i	.
COc1ccccc1NC(=O)Cn1c(O)c(N=NC(=O)c2ccccc2O)c2ccccc21
    -12%	2%	-1.4%	-5%	10%	-29%	0.7	10%	i	1
COc1ccc(S(=O)(=O)N2CCCN(Cc3cccc(F)c3)CC2)cc1
    -1%	8%	-3.8%	0%	1%	-3.7%	4.2	4%	i	1.1
CN(C(=O)COC(=O)/C=C/c1ccccc1[N+](=O)[O-])c1ccccc1
    5%	3%	0.9%	-3%	1%	-2.2%	1.4	-3%	i	1.1
O=C(Nc1ccc(N=Nc2ccccc2)cc1)c1ccc(Cl)cc1Cl
    -15%	7%	0.2%	3%	58%*	-5.9%	8.9	14%	i	1.1
CCCc1cc(=O)oc2cc(C)cc(OCc3nn[nH]n3)c12
    -62%	18%	-1.1%	-3%	-9%	-1.5%	0.7	-6%	i	1.1
Cc1cccc(N(CC(=O)NC(C)(C)C)C(=O)CS(=O)CC(=O)Nc2ccc3c(c2)OCO3)c1 (stereo not drawn)
    -1%	4%	1.1%	-6%	13%	-3.8%	0.2	17%	i	1
Cc1ccccc1OCC(=O)Nc1ccccc1N1CCC(C)CC1
    8%	0%	-0.3%	9%	6%	1.2%	0.4	4%	i	1.2
COc1cc(NC(=O)Cc2ccccc2)cc(OC)c1
    -2%	-4%	1.4%	-3%	1%	-1.5%	1.1	-1%	i	1.1
O=C(NC1CC1)C1=C[C@@H](c2csc3ccccc23)C[C@@H](OCCCCO)O1
    -7%	1%	.	-1%	.	.	0.5	.	i	.
COc1cc(N/C(=N/S(=O)(=O)c2ccccc2)c2ccccc2)ncn1
    8%	2%	-0.4%	-1%	10%	-13%	0.7	6%	i	1
